Bioassay records deposited in PubChem by National Center for Advancing Translational Sciences (NCATS).
GAA glycogen mod – qHTS Assay for Inhibitors and Activators of Human alpha-Glucosidase Cleavage of Glycogen | recombinant GAA, glycogen substrate, Amplex Red glucose oxidase fluorescence | Potency, µM (titrated, usually from 76.4 µM), for the others: at the highest dose activity change, negative = inhibition, hits mostly inhibitors | 0.38% of 300,000 active | AID 2100, 2009; active = well fitted inhibition curve with a large enough effect; inconclusive = small, poorly fitted or top-dose-only effect, or another doubt; inactive = no such curve, though single readings can be large or run the other way;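 also: 0% = full enzyme reaction and -100% = no-enzyme basal signal; the screen sought inhibitors and activators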
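qHTS, 1536-well; enzyme 4 nM final; cpd up to 77 uM; substrate bovine liver glycogen 30 ug; 50 mM citrate/phosphate pH 5.0, 0.01% Tween-20; 37 C, 40 min; Amplex Red detection 45 min RT; Hill fit → AC50.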
Active calls of the source: *; ? = inconclusive; [ ] = dose if it differs, or a comment. Potency is read from the fitted curve at half-maximal effect. Some of the compounds tested, so the mix of outcomes need not match the whole.

SMILES	GAA glycogen mod
O=C(O)c1nn(CCOc2ccc(Cl)cc2Cl)c(=O)c2ccccc12	2%
CCc1ccc(NC(=O)CSc2ccc(-c3ccccn3)nn2)cc1	-5%[76.3 µM]
CN1CCN(C(=O)/C(=C/c2ccccc2F)NC(=O)c2ccccc2)CC1	-1%
COc1ccc(OC)c(C(=O)NC(CC(N)=O)c2ccc(N3CCN(c4ccc(F)cc4)CC3)c([N+](=O)[O-])c2)c1 (configuration not stated)	8%[76.3 µM]
Cc1cc(C(=O)Nc2ccc(Cl)cc2)c2ccccc2n1	9%[76.3 µM]
COc1ccc2c(c1)cc(C(=O)N[C@@H](Cc1ccccc1)C(=O)O)n2C	4%
CC(=O)Cn1ncc(N2CCOCC2)c(Cl)c1=O	2%
CCc1cccc(NC(=S)N(CCOC)C2CCN(C(C)=O)CC2)c1	-7%
COc1cc(/C=N/NC2=NS(=O)(=O)c3ccccc32)ccc1OC(C)=O	?
Cc1ccc(N(C)S(=O)(=O)c2c(C)noc2/C=C/N(C)C)cc1	-1%[76.3 µM]
CCn1c(SCC(=O)Nc2cccc(C)c2)nc2ccccc2c1=O	7%
COc1ccc(NC(=O)CSc2nnnn2-c2ccc(F)cc2)cc1	0%
O=C(NCC(=O)N1CCN(Cc2ccccc2)CC1)c1ccc(Br)o1	-1%[76.3 µM]
Cn1c(=O)n(C/C=C/c2ccccc2)c(=O)c2c1nc1n2CCN1c1ccc(Cl)cc1	?
CCN(CC1CCCO1)C(=O)c1cc(COc2ccccc2SC)on1 (configuration not stated)	-3%[76.3 µM]

Entries shown so far with a Cl atom:
SMILES	GAA glycogen mod
O=C(O)c1nn(CCOc2ccc(Cl)cc2Cl)c(=O)c2ccccc12	2%
Cc1cc(C(=O)Nc2ccc(Cl)cc2)c2ccccc2n1	9%[76.3 µM]
CC(=O)Cn1ncc(N2CCOCC2)c(Cl)c1=O	2%
Cn1c(=O)n(C/C=C/c2ccccc2)c(=O)c2c1nc1n2CCN1c1ccc(Cl)cc1	?

Remaining list, next part.
SMILES	GAA glycogen mod
CC[C@@](C)(NS(=O)(=O)OCC(Cl)(Cl)Cl)c1ccccc1	-2%[76.3 µM]
NC(=O)c1cc(C(=O)Cc2ccccc2)c[nH]1	1%
COc1ccc(NC(=O)CN2C(=O)NC3(CCCC3)C2=O)c(OC)c1	-11%
COc1ccc(N2C(=O)c3cccc4cccc(c34)C2=O)cc1	-3%[76.3 µM]
CC1=C(C(=O)Nc2ccccc2C(=O)NCc2ccccc2)SCCO1	-6%[76.3 µM]
CCOC(=O)Cn1c(=O)c2c(nc3n2CCCN3Cc2ccccc2)n(C)c1=O	0%
N=c1c(C(=O)NCC2CCCO2)cc2c(=O)n3ccccc3nc2n1Cc1ccco1 (configuration not stated)	2%
COC(=O)c1ccc(COC(=O)CNC(=O)c2cccs2)cc1	1%[76.3 µM]
C/C(=N\Nc1nccnc1Cl)c1ccc(O)cc1	-6%[76.3 µM]
CCC(Sc1nncn2c1cc1oc(C)cc12)C(=O)Nc1ccc(F)cc1 (configuration not stated)	15%[76.3 µM]
CC(C)Cc1nnc(NC(=O)CCC(=O)N2CCN(Cc3ccc(F)cc3)CC2)s1	3%[76.3 µM]
COc1ccc2cc(C(=O)NCCc3ccccc3)[nH]c2c1	5%
Cc1c(C(=O)NCc2ccc(N(C)C)cc2)oc2c1-c1nn(Cc3cccc(Cl)c3)cc1CC2	12%[76.3 µM]
O=C(Nc1nc2c(F)c(F)c(F)cc2s1)c1ccco1	-2%[76.3 µM]
NC(=O)c1nsc(C(=O)N(CC(=O)NC2CCCC2)c2cccc(C(F)(F)F)c2)c1N	7%
Cc1c(NC(=O)c2c([N+](=O)[O-])cnn2C)c(=O)n(-c2ccccc2)n1C	4%
Cc1ccc(/C=C/c2ccc(N(C)C)cc2)[n+](C)c1	?
Cc1nc(SCC(=O)NC2CC2)c2c(C)c(C)sc2n1	-7%[76.3 µM]
CCC1C(=O)NCCN1C(=O)c1ccc2nc(Cc3cccc(Cl)c3)oc2c1 (configuration not stated)	3%[76.3 µM]
CCS(=O)(=O)N1CC(=O)N(c2cccc(Cl)c2C)C(C)(C(=O)NC2CCCCC2)C1 (configuration not stated)	-6%[76.3 µM]
Cc1nc(-c2ccccc2)sc1C(=O)Nc1ccccc1F	-2%
COc1ccc(C(CNC(=O)C(C)c2ccc3cc(OC)ccc3c2)N(C)C)cc1 (configuration not stated)	17%[76.3 µM]
Cc1cc(C(=O)N2CCCC(N3CCN(c4ccc(F)cc4)CC3)C2)c(C)o1 (configuration not stated)	8%[76.3 µM]
CC(=O)Nc1cccc(Nc2nc3ccccc3n3c(C)nnc23)c1	-14%[76.3 µM]
CCOc1ccccc1N1CCN(C(=O)c2cc(-c3cc(OC)ccc3OC)nc3ccccc23)CC1	-13%[76.3 µM]
O=C(COc1ccc(F)cc1)Nc1nnc(S(=O)(=O)N2CCc3ccccc32)s1	-10%[76.3 µM]
COc1cc(C2CC(=O)Nc3c2c(C)nn3-c2nncc(-c3ccc(C)cc3)n2)cc(OC)c1OC (configuration not stated)	-2%[76.3 µM]
CCN1CCN(C(CNS(=O)(=O)c2ccc(C)cc2)c2cccnc2)CC1 (configuration not stated)	1%[76.3 µM]
Cc1ccc2nc(/C(C#N)=C/c3ccc(O)c(O)c3)[nH]c2c1	2%[76.3 µM]
Cc1nc2ccc(Cl)cc2c(-c2ccccc2)c1C(=O)N(C)C	1%
CN(C(=O)c1ccnn1C)C1CCCN(Cc2ccccc2F)C1 (configuration not stated)	-2%[76.3 µM]
O=C(NC1CCCc2ccccc21)c1ccc2c(c1)sc1nc(-c3ccccc3)cn12 (configuration not stated)	-2%[76.3 µM]
O=C(C1CC1)N1c2ccccc2Sc2ccccc21	3%[76.3 µM]
CC(Oc1ccc2ccccc2c1)C(=O)NNC(=O)Nc1ccccc1 (configuration not stated)	1%[76.3 µM]
Cc1cccc(NC(=O)CCc2c(C)nn(-c3ccc(N4CCOCC4)nn3)c2C)c1	0%[76.3 µM]
Cc1ccc(NC(=O)CN2C(=O)COc3ccc(S(=O)(=O)N4CCCCC4)cc32)cc1N(C)C	9%[76.3 µM]
COc1ccc2[nH]c(=O)c(CN(Cc3cccnc3)S(=O)(=O)c3ccccc3F)cc2c1	9%
O=C(NCCCn1ccnc1)c1ccccc1F	-11%[76.3 µM]
COc1ccc(C2c3[nH]c4ccccc4c3C[C@H]3C(=O)N(C4CCN(Cc5ccccc5)CC4)CC(=O)N23)c(OC)c1 (some centres not stated)	-2%
CCOc1ccc(C(=S)NC2CCCCC2)cc1OCC	-1%[76.3 µM]
COc1ccc(S(=O)(=O)NCC2CCCN(Cc3ccc(OC)cc3F)C2)cc1 (configuration not stated)	-8%[76.3 µM]
CC1=C(C(=O)OCc2ccccc2)C(c2ccc(Cl)cc2)NC(=O)N1CCCC(=O)O (configuration not stated)	11%[76.3 µM]
Cc1ccccc1NC(=O)CN1C(=O)CSc2ccc(S(=O)(=O)N3CCCC3)cc21	-7%[76.3 µM]
CCn1c2ccc(C)cc2c2n[nH]c(=S)nc21	-19%[76.3 µM]
CNc1ccc(C(=O)N2CCN(S(=O)(=O)c3ccc4c(c3)OCCCO4)CC2)cc1[N+](=O)[O-]	-10%[76.3 µM]
CSCC[C@H](NC(=O)[C@@H]1CSC2c3ccccc3C(=O)N21)C(=O)NC1CCCC1 (some centres not stated)	-1%[76.3 µM]
COC(=O)c1cccc(NC(=O)c2ccc3c(c2)C(=O)N(C(C)(C)C)C3=O)c1	-4%[76.3 µM]
CCn1ccnc1CN(C)Cc1c(C(=O)N2C[C@@H](C)O[C@@H](C)C2)nc2ccc(Cl)cn12	-5%[76.3 µM]
Cc1cc2oc(=O)cc(Cn3ccnc3)c2cc1Cl	1%
COc1ccccc1/C=C/C(=O)NC(=S)N1CCOCC1	-4%[76.3 µM]
CCN(CC(=O)Nc1ccc(NC(C)=O)cc1)C(=O)C1COc2ccccc2O1 (configuration not stated)	-2%[76.3 µM]
Cc1cccc(N(C)S(=O)(=O)c2cc3c(cc2Cl)NC(=O)CO3)c1	12%[76.3 µM]
CN1CCN(C(=O)c2ccccc2[N+](=O)[O-])CC1	7%[76.3 µM]
Cc1cc(C(=O)N(C)CC2CCCN(CCc3ccc(F)cc3)C2)c(C)o1 (configuration not stated)	3%[76.3 µM]
COc1cccc(N(C(=O)c2csnn2)C(C(=O)NC2CCCC2)c2ccccc2)c1 (configuration not stated)	3%
CCC1CCCCN1CCCNC(=O)c1ccc2nc(N3CCC(C)CC3)sc2c1 (configuration not stated)	5%[76.3 µM]
Cc1ccccc1NS(=O)(=O)c1ccc(C)c(C(=O)N2CCOCC2)c1	-7%[76.3 µM]
O=C(Nc1ccccc1)C1CCCN1S(=O)(=O)c1ccc(Br)cc1 (configuration not stated)	1%[76.3 µM]
COc1ccc(Cl)cc1NS(=O)(=O)c1cn(C)nc1C	-1%[76.3 µM]
O=C(O)C1C2C=CC(C2)C1C(=O)Nc1ccccc1Br (configuration not stated)	1%[76.3 µM]

More results.
SMILES	GAA glycogen mod
CC(CNC(=O)c1cc(COc2c(F)cccc2F)on1)c1ccccc1 (configuration not stated)	-4%[76.3 µM]
NC(=O)CC(NC(=O)Cc1ccc(Br)cc1)c1ccc(N2CCCCCCC2)c([N+](=O)[O-])c1 (configuration not stated)	25%[76.3 µM]
COC(=O)C1CN(C(=O)COc2ccccc2)c2ccccc2O1 (configuration not stated)	7%
CCN(CCCNC(=O)CN1C(=O)COc2ccc(S(=O)(=O)N3CCC(C)CC3)cc21)Cc1ccccc1	7%[76.3 µM]
C=CCn1c(=O)c2ccccc2n2c(=S)[nH]nc12	?
CC(=O)N1Cc2ccccc2CC1C(=O)NCc1ccccc1F (configuration not stated)	7%
CC1CCCN(CCCNC(=O)C2CCC(CNS(=O)(=O)c3cccc4nsnc34)CC2)C1 (configuration not stated)	9%[76.3 µM]
Cc1ccc(CN2CCC(NC(=O)c3ccccc3)CC2)cc1	0%
CCN1CCN(CC(=O)Nc2ccc(OC(F)(F)F)cc2)CC1	3%
CC(=O)Nc1ccc(C)cc1-c1nc2ccccc2n(CC(=O)c2ccc(C)c(C)c2)c1=O	-2%[76.3 µM]
CCN1CCN(C(=O)c2cc3cc(Cl)ccc3[nH]2)CC1	1%
O=C(Nc1ccccn1)c1ccc2ccccc2c1O	-1%[76.3 µM]
O=C(CCc1nc2sc3c(c2c(=O)[nH]1)CCCC3)NCCc1ccc(F)cc1	4%[76.3 µM]
CC(=O)N1CC(C)Sc2ccc(S(=O)(=O)NCCc3cccc(C)c3)cc21 (configuration not stated)	-1%[76.3 µM]
O=C(CN1C(=O)COc2ccc(Cl)cc21)Nc1ccc(N2CCOCC2)cc1	-8%[76.3 µM]
O=C(CN1CCN(S(=O)(=O)N2CCCCCC2)CC1)Nc1ccc(Br)cc1	1%[76.3 µM]
CCOc1ccc(N(C(=O)c2ccc(S(=O)(=O)N3CCCC3)cc2)C2C=CS(=O)(=O)C2)cc1 (configuration not stated)	-10%[76.3 µM]
Cc1ccc(NC(=O)Nc2ccc3c(c2)OCO3)c(Br)c1	-7%[76.3 µM]
Cc1ccc(-c2noc(-c3ccc(NCC4CCCO4)c([N+](=O)[O-])c3)n2)cc1 (configuration not stated)	11%[76.3 µM]
CC(C)Oc1ccc(CNC(=O)c2ccc3nc(N4CCOCC4)sc3c2)cc1	0%[76.3 µM]
CC(C)c1ccc(OCC(=O)NN2C(=O)c3ccccc3C2=O)c(Br)c1	15%[76.3 µM]
Cc1ccccc1NC(=O)c1ccc2c(c1)C(=O)N(CC(C)C)C2=O	15%[76.3 µM]
CC1CCN(C(=O)Cn2c(-c3cccs3)cc3cc(Cl)ccc32)CC1	-6%[76.3 µM]
CC(C)(C)C(=O)N1CCN(c2ncnc3scc(-c4ccccc4)c23)CC1	-1%
COc1ccc(N(CC(=O)NCCSc2ccccn2)S(=O)(=O)c2ccccc2)c(OC)c1	3%
Nc1ncc(-c2ccccc2)c(-c2ccc(O)cc2O)n1	3%
C/C(=N\NC(=O)c1ccoc1C)c1ccc(Br)s1	-1%[76.3 µM]
CCOC(=O)C1=C(CN2CCN(c3cccc(OC)c3)CC2)NC(=O)NC1c1ccc(OC)cc1 (configuration not stated)	-7%[76.3 µM]
NC(=O)C1CCN(Cc2cccc(OCc3ccccc3)c2)CC1	-2%[76.3 µM]
COC(=O)c1ccc(CNC(=O)Cn2cnnn2)cc1	-5%
COc1ccc(-c2csc(NC(=O)c3ccccc3F)c2C(=O)O)cc1	2%
CN1C(=O)Cc2cc(S(=O)(=O)N3CCN(c4ccc(Cl)cc4)CC3)ccc21	6%[76.3 µM]
O=C(CN1CCN(CC(=O)Nc2ccccc2F)CC1)Nc1cccc(F)c1	-7%
O=C(CN1C(=O)COc2ccc(S(=O)(=O)N3CCCC3)cc21)N1CCN(c2ccccc2)CC1	-5%[76.3 µM]

An excerpt from above in order of molar mass, falling:
SMILES	GAA glycogen mod
COc1ccc(N(CC(=O)NCCSc2ccccn2)S(=O)(=O)c2ccccc2)c(OC)c1	3%
CCOC(=O)C1=C(CN2CCN(c3cccc(OC)c3)CC2)NC(=O)NC1c1ccc(OC)cc1 (configuration not stated)	-7%[76.3 µM]
CN1C(=O)Cc2cc(S(=O)(=O)N3CCN(c4ccc(Cl)cc4)CC3)ccc21	6%[76.3 µM]
COc1ccc(-c2csc(NC(=O)c3ccccc3F)c2C(=O)O)cc1	2%
C/C(=N\NC(=O)c1ccoc1C)c1ccc(Br)s1	-1%[76.3 µM]
NC(=O)C1CCN(Cc2cccc(OCc3ccccc3)c2)CC1	-2%[76.3 µM]
COC(=O)c1ccc(CNC(=O)Cn2cnnn2)cc1	-5%
